Assay outcomes: PubChem BioAssay, Broad Institute
SIRT5 inh – sirtuin-5 (human) deacylase inhibition. 1.1% of 330,000 active. Purified SirT5, succinyl-peptide AMC, trypsin-coupled fluorescence. inhibition, % at 15 µM; in the data active = inhibition above about 15%; inconclusive = no clear call, values can overlap the other calls
C2C12 statin – suppressors of simvastatin-induced myotoxicity in C2C12 myotubes; ATP luminescence, 48 h; scaled: DMSO 0, geranylgeraniol control 100; rescue of ATP level, % at 7.49 µM; 0.78% of 330,000 active; AID 602340;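 active = mean ATP rescue above about 67%, or every replicate alone reaching that limit, limit read from the data, passing the limit was not always enough; inconclusive = no clear call, values can overlap the other calls; inactive = mean under the limit and some replicate under it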;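 also: myotubes were challenged with 10 µM simvastatin during compound exposure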
DENV2 CPE – protects cells from dengue virus 2 cytopathic effect; DENV2-infected cells, cytopathic effect rescue, plate reader; CPE inhibition, % at 9.99 µM; 1.7% of 350,000 active; in the data active = CPE inhibition above about 20%, passing the limit was not always enough; inconclusive = no clear call, values can overlap the other calls; tested in BHK-21 cells;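 also: 0% = median of neutral control wells and 100% = median of positive control wells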
E-selectin induc – E-selectin induction on HUVECs | P16581 | HUVEC E-selectin immunofluorescence imaging; normalized: neutral wells 0, TNF-alpha wells 100 | activation, % at 7.58 µM | 0.37% of 260,000 active | AID 686992;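 active = mean E-selectin-positive cell signal at least 10% of the positive control, reached in at least 60% of replicates, without over 20% cell loss; inconclusive = no rule given, readout overlaps actives, possibly toxicity-flagged; inactive = the rest, including those meeting only one limit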;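 also: in these data hits start at about 27%; measured in HUVEC primary endothelial cells; signal is the percent of cells scored E-selectin positive by PE staining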
Target sequence (P16581 whole entry, looked up): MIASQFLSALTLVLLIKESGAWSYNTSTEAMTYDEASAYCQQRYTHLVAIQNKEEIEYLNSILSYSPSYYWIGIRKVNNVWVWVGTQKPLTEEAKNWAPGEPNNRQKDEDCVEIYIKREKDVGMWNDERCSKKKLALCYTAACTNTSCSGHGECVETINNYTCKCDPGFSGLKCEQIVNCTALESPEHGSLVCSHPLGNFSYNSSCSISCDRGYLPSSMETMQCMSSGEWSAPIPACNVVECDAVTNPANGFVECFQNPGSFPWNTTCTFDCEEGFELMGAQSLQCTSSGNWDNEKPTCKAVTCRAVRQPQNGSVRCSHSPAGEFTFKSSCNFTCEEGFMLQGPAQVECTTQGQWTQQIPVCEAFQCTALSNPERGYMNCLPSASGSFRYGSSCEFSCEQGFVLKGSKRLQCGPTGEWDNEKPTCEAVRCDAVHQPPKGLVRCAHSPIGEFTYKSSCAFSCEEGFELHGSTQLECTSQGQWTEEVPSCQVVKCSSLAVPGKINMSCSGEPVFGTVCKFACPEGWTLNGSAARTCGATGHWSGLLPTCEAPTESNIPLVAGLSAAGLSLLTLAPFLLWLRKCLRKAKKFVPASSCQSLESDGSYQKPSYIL
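material = human umbilical vein endothelial cells (HUVEC), E-selectin induction | quantity = 3,000 cells/well | medium = EGM-2 growth medium on 0.1% gelatin-coated wells | technique = immunofluorescence imaging | read-out basis = % PE-positive cells | control set = TNF-alpha positive control, DMSO neutral control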
PglD DTNB – inhibitors of Campylobacter jejuni PglD acetyltransferase; purified PglD enzyme, DTNB colorimetric CoA detection; inhibition, % at 12.5 µM; 0.098% of 360,000 active; AID 602405; in the data active = inhibition above about 16%, passing the limit was not always enough; inconclusive = no clear call, values can overlap the other calls; also: strong numbers were not always called active
S100A4 inh HTS – S100A4-myosin IIA interaction inhibition | inhibition, % at 10.7 µM | 0.14% of 360,000 active | S100A4/TAMRA-MyoIIA peptide fluorescence polarization | AID 652163;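 active = mean inhibition of at least 70% across replicates, with every replicate also reaching that level; inconclusive = mean inhibition reaches 70% but some replicates fall short; inactive = mean inhibition below 70%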
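System – human S100A4 monomer protein, biochemical binding assay · Buffer or medium – Calcium-containing HEPES buffer, pH 7.2 · Timing – 5 min between mix addition and reading · Also added – TAMRA-labelled myosin IIA heavy-chain peptide probe, 5 nM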
ERp5 block – inhibitors of human ERp5; Q15084; ERp5 insulin aggregation, absorbance 650 nm, 90 min; inhibition, % at 9.99 µM; 0.05% of 350,000 active;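 active = mean replicate inhibition above about 25%, with every replicate also reaching it, limit read from the data, passing the limit was not always enough; inconclusive = only one of those two criteria met; inactive = neither criterion met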
Target sequence (Q15084 whole entry, looked up): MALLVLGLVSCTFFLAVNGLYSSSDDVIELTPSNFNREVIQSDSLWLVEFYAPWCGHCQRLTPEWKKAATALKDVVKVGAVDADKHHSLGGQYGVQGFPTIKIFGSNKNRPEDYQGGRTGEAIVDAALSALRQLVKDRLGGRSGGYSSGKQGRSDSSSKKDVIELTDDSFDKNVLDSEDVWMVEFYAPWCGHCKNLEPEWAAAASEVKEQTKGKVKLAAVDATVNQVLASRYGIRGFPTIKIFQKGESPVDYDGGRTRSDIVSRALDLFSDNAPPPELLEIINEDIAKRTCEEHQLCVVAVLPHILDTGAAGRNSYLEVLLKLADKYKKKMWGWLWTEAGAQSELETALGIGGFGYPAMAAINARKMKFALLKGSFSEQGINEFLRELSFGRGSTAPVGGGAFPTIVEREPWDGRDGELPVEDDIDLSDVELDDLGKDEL
Starred values were filed as active, the others as inactive; ? = inconclusive; . = no result given.

Order of results – SIRT5 inh | C2C12 statin | DENV2 CPE | E-selectin induc | PglD DTNB | S100A4 inh HTS | ERp5 block
> CC(C)CN(C(=O)c1cc(Cl)nc2ccccc12)C1CCS(=O)(=O)C1 (centres undefined)
→ 1 | 1 | 14 | 0.1 | -4 | -9 | 7
> Cc1oc(-c2ccc(Cl)cc2)cc1C(=O)/C(C#N)=C/Nc1cccc(OC(F)(F)F)c1
→ -1 | . | 19 | . | . | -15 | .
> Cc1noc(C)c1NC(=O)N(C)C[C@@H]1OCCCC[C@H](C)Oc2ccc(NC(=O)C3CCCCC3)cc2C(=O)N([C@@H](C)CO)C[C@@H]1C
→ 0 | . | 14 | 0.5 | -3 | -6 | 8
> Cc1ccc2nc(-c3ccc(NC(=S)NC(=O)C(C)C)cc3)sc2c1
→ -2 | -22 | -3 | . | 3 | 9 | 3
> CCC(=O)Nc1ccc2c(c1)C(=O)N(C)[C@H]1CC[C@@H](CC(=O)NC3Cc4ccccc4C3)O[C@@H]1CO2
→ 2 | -11 | -4 | 0.0 | 1 | -1 | 1
> CN1CCN(S(=O)(=O)c2ccc(N(C)Cc3cccc(F)c3)nc2)CC1
→ 1 | 5 | -9 | . | 0 | -25 | 2
> CC(=O)c1sc2nc(CSc3nnnn3-c3ccccc3)[nH]c(=O)c2c1C
→ 1 | 12 | -1 | 2.5 | -4 | -3 | 6
> COc1cccc(CCC2C(=O)CCCC2=O)c1
→ 2 | -2 | 3 | 0.1 | . | -3 | 1
> CC1(c2ccccc2)NC(=O)N(N)C1=O (centres undefined)
→ -1 | 3 | 2 | . | . | -3 | 1
> COc1ccc(NC(=O)CSc2nncc3ccccc23)cc1
→ 0 | . | 1 | 4.0 | . | 0 | 6
> CC(C)NC(=O)N(C)C[C@@H]1Oc2cc(-c3cccnc3)ccc2S(=O)(=O)N([C@@H](C)CO)C[C@H]1C
→ -1 | -16 | -7 | -0.3 | -3 | -50 | -5
> C[C@H]1CCCCO[C@H](CN(C)Cc2ccncc2)[C@@H](C)CN([C@@H](C)CO)C(=O)c2cc(NC(=O)Nc3ccc4c(c3)OCO4)ccc2O1
→ 0 | . | -12 | 0.0 | 2 | 8 | -1
> O=C1c2ccccc2CCC12OC2c1ccc([N+](=O)[O-])cc1 (centres undefined)
→ . | . | -2 | -0.1 | . | 1 | 0
> C[C@@H]1CN([C@H](C)CO)C(=O)Cc2cc(NC(=O)CCC(F)(F)F)ccc2O[C@H]1CN(C)Cc1ccc(C(=O)O)cc1
→ 1 | -1 | 13 | . | 3 | -11 | -4
> CCc1ccc[n+](-c2nc([O-])sc2C=O)c1
→ -2 | . | 0 | -0.1 | -6 | -4 | 4
> N#Cc1ccccc1COC(=O)c1ccc2c(c1)OCO2
→ -1 | 33 | 1 | -2.0 | -2 | -4 | .
> COc1ccc(-n2cc(C#N)c(=O)n(Cc3ccc(F)cc3)c2=O)cc1
→ -5 | -1 | . | . | . | -3 | -1
> Cc1ccc(N(CC(=O)NC(C)(C)C)C(=O)CS(=O)CC(=O)Nc2ccc3c(c2)OCO3)cc1 (centres undefined)
→ -10 | . | 0 | . | . | -5 | -28
> CSc1nnnn1-c1c(C)cc(C)cc1C
→ 0 | -18 | -2 | -0.2 | . | -13 | 3
> Cc1nc(-c2ccc(C(=O)Nc3ccccc3F)cc2)cs1
→ -1 | -118 | -7 | . | . | -10 | 2
> COc1cc(/C=C2\C(=N)N3N=C(S(C)(=O)=O)SC3=NC2=O)cc(OC)c1OCCOc1ccccc1C
→ 11 | 2 | 2 | -0.3 | 0 | -3 | 1
> Cc1noc(C)c1NC(=O)Nc1ccc2c(c1)C(=O)N([C@H](C)CO)C[C@@H](C)[C@H](CN(C)Cc1ccc(C(=O)O)cc1)OCCCC[C@@H](C)O2
→ . | -1 | 0 | 0.1 | -1 | . | .
> CCN(C(=O)COC(=O)/C=C/c1cnc2ccccc2n1)c1ccccc1
→ -1 | . | 2 | -2.2 | . | -2 | 8
> CCNCc1ccccc1OCc1ccccc1
→ -3 | . | . | 0.5 | . | -1 | -2
> CCN(CC(=O)Nc1c(F)cccc1F)C(=O)C1CCN(S(=O)(=O)c2ccc(C)c(C)c2)CC1
→ -1 | 4 | -2 | -0.3 | -1 | 1 | -1
> O=C(NC(=S)Nc1sc2c(c1C(=O)O)CCCC2)c1ccccc1
→ 4 | 0 | 0 | . | -3 | 2 | -5
> Cc1noc(C)c1NC(=O)Nc1ccc2c(c1)C(=O)N([C@@H](C)CO)C[C@@H](C)[C@@H](CN(C)Cc1ccc(C(=O)Nc3ccccc3N)cc1)O2
→ . | 56 | -3 | . | -1 | 8 | 10
> CCOC(=O)C1(CCOc2ccccc2)CCN(Cc2ccncc2)CC1
→ -2 | 2 | 2 | . | . | -10 | -2
> O=C(C[C@H]1C=C[C@H](NC(=O)CCN2CCCCC2)[C@@H](CO)O1)Nc1nccs1
→ 0 | -5 | -1 | 0.4 | 0 | -2 | 1
> C=CCOC(=O)[C@@]12O[C@]3(COC[C@H](c4ccccc4)N3C1=O)[C@@H]1C(=O)N(c3ccccc3)C(=O)[C@@H]12
→ -7 | . | 4 | . | . | -2 | 7
> CSc1nc2sc3c(c2c(=O)[nH]1)CCC(C)C3 (centres undefined)
→ -1 | -3 | . | . | -6 | 1 | 1
> O=C(Nc1ccccc1N1CCCCC1)c1cccc(OC(F)F)c1
→ -2 | 6 | 4 | -0.4 | -3 | 2 | 5
> C[C@@H]1CN([C@@H](C)CO)S(=O)(=O)c2ccc(/C=C/c3ccccc3)cc2O[C@H]1CN(C)C(=O)NC1CCCC1
→ 16* | -23 | 13 | 6.6 | -1 | 0 | 8
> CO[C@@H]1CN(C)C(=O)c2cc(NS(=O)(=O)CC(F)(F)F)ccc2OC[C@@H](C)N(C)C[C@H]1C
→ 0 | -3 | 1 | 0.0 | 1 | 106* | -2
> Cc1oc(-c2ccccc2Cl)nc1CS(=O)CC(=O)NCc1ccc(Cl)cc1 (centres undefined)
→ 6 | -1 | -4 | 2.7 | -2 | -4 | 7
> O=C(C[C@@H]1CC[C@@H](NC(=O)CCN2CCCCC2)[C@@H](CO)O1)NCc1ccc(Cl)c(Cl)c1
→ -1 | 8 | ? | -0.1 | 2 | -9 | -1
> CCOc1ccc(CCNC(=O)c2ccc(S(=O)(=O)N3CCCC3)cc2)cc1OCC
→ -2 | 0 | 11 | 0.2 | 5 | -2 | -8
> Cc1ccc(S(=O)(=O)N2CCN(c3ccccn3)CC2)cc1
→ -3 | . | 0 | 0.0 | 5 | -4 | 2
> C=CCn1ccc(O)c(Cc2ccc(Cl)cc2)c1=O
→ -6 | 13 | -5 | . | -4 | 2 | 4
> COCCNC(=O)C[C@@H]1CC[C@H]2[C@@H](COC[C@@H](O)CN2C(=O)c2cc(Cl)cc(Cl)c2)O1
→ 1 | -2 | 0 | -0.1 | 1 | -1 | -4
> COCCNC(=O)C(=O)NCC1OCCN1S(=O)(=O)c1cc(F)ccc1F (centres undefined)
→ 7 | -2 | 2 | -0.3 | -5 | 9 | 4
> Cc1ccc([C@H]2C(C(=O)O)=CC[C@@H](c3ccc(Cl)cc3)N2S(=O)(=O)c2ccc(C)cc2)cc1
→ 1 | 16 | ? | -0.2 | -4 | -11 | -2
> Cc1cc(NC(=O)c2ccc(C#N)cc2)n(-c2ccccn2)n1
→ -5 | . | -6 | . | . | -18 | -3
> Cc1ccc(C)c(NC(=O)N2CCCCCC2)c1
→ -1 | -2 | 1 | 17 | 7 | -2 | -7
> CC1CCCCN1CCNC(=O)c1ccc2c(c1)N(Cc1cccc(Cl)c1)C(=O)c1ccccc1S2=O (centres undefined)
→ -3 | -21 | 11 | . | -13 | -5 | 4
> CC(C)(C)c1nnc(NC(=O)CCn2cnc3ccccc3c2=O)s1
→ 1 | . | 5 | . | . | -1 | 4
> CCOc1ccc2ccccc2c1/C=N/NC(=O)c1ccc(C)nc1
→ -1 | -7 | 4 | 0.3 | -2 | 0 | 4
> COC(=O)C1=CN(c2ccc(F)cc2)C=C(C(=O)OC)C1c1cccc([N+](=O)[O-])c1
→ -10 | 10 | 11 | . | -4 | 0 | 5
> OCCN1CCN(c2nc3ccccc3nc2-c2ccccc2)CC1
→ 0 | 1 | -4 | 1.0 | . | 8 | 3
> CC(C)CC(CC(C)C)=NNC(=O)c1ccc2c(c1)OCO2
→ 3 | 15 | 3 | 4.4 | -4 | 3 | -8
> CC(C)c1nnc(NC(=O)COC(=O)/C=C/c2ccc([N+](=O)[O-])cc2)s1
→ 0 | 1 | -4 | -0.3 | -3 | 10 | 3
> COc1ccc(-c2cc(-c3ccccc3)c(-c3ccccc3)nn2)cc1
→ . | . | ? | 0.8 | . | -6 | 1
> O=C(Nc1c(C(=O)N2CCC(N3CCCCC3)CC2)oc2ccccc12)c1ccc(F)cc1
→ 9 | 21 | -2 | . | 6 | -14 | 9
> CC(C)NC(=O)Nc1ccc2c(c1)C(=O)N([C@H](C)CO)C[C@@H](C)[C@H](CN(C)S(C)(=O)=O)OCCCC[C@H](C)O2
→ -1 | . | -5 | . | 0 | -2 | 5
> C[C@@H]1CN([C@@H](C)CO)C(=O)Cc2cc(NC(=O)Cn3cnnn3)ccc2O[C@H]1CN(C)Cc1ccc(C(F)(F)F)cc1
→ 8 | 34 | 10 | . | -2 | 2 | 2
> C[C@H](O)C#Cc1ccc([C@@H]2[C@H](CO)N3CCCCN(C(=O)c4cccc(F)c4)C[C@@H]23)cc1
→ 3 | -20 | 6 | -0.3 | 0 | 4 | 0
> Cc1cc(C)c(C(O)c2ncc(-c3ccccc3C)[nH]2)c(C)c1 (centres undefined)
→ -1 | -1 | -2 | -0.2 | 0 | 1 | 6
> COc1cc2c(c(OC)c1OC)-c1ccc(SC)c(=O)cc1C(NC=O)CC2 (centres undefined)
→ . | . | 1 | 0.4 | . | -3 | -4
> CC(C)(C)C(=O)NCc1ccc(C(=O)CSc2nnc3n2CCCCC3)s1
→ -4 | 2 | 2 | -0.2 | -2 | -6 | 7
> Cn1c(=O)[nH]c(=O)c2c1nc(N1CCN(Cc3ccccc3)CC1)n2CCCc1ccccc1
→ 1 | -7 | . | . | -7 | -3 | 2

Next part
Order of results – SIRT5 inh | C2C12 statin | DENV2 CPE | E-selectin induc | PglD DTNB | S100A4 inh HTS | ERp5 block
> Cc1ccc(S(=O)(=O)Nc2cccc3ncccc23)cc1
→ . | 2 | 0 | 1.5 | 7 | 3 | 6
> Cc1cc(C)c(S(=O)(=O)N2CCCc3ccccc32)c(C)c1
→ -3 | -47 | 4 | . | -3 | 3 | -1
> Cc1ccccc1NC(=O)CSc1nc2c(c(=O)n(C)c(=O)n2C)n1C
→ -3 | 9 | -9 | -0.1 | 4 | -2 | 0
> CCCCn1cnc2c(oc3ccccc32)c1=O
→ -2 | 0 | 3 | 0.0 | -12 | 0 | 2
> COc1cc(C)ccc1OCc1cc(C(=O)NC2CCOCC2)no1
→ -2 | 7 | -12 | -0.1 | 3 | -22 | -5
> CC(=O)Oc1cc(OC(C)=O)c2c(=O)c(-c3ccc4c(c3)OCCCO4)c(C)oc2c1
→ -4 | . | 12 | . | . | -1 | -8
> COc1ccc(NC(=O)N[C@@H]2C=C[C@H](CC(=O)NCc3ccccn3)O[C@@H]2CO)cc1
→ -2 | 7 | 4 | -0.1 | 1 | 6 | 2
> O=C(O)CCCNC(=O)/C(=C\C=C\c1ccccc1)NC(=O)c1ccccc1Cl
→ 12 | . | 2 | . | . | 0 | 6

3 entries already listed, arranged by the value under DENV2 CPE, lowest first.
compound | DENV2 CPE
Cc1ccccc1NC(=O)CSc1nc2c(c(=O)n(C)c(=O)n2C)n1C | -9
CCCCn1cnc2c(oc3ccccc32)c1=O | 3
Cc1cc(C)c(S(=O)(=O)N2CCCc3ccccc32)c(C)c1 | 4

Some of the compounds tested; the hit share may differ from the screen's.
